Insulin prom inh – TRM-6 insulin promoter activity inhibition; TRM-6 cells (human fetal islet line), insulin promoter-eGFP reporter, imaging; reporter expression induced with tamoxifen; inhibition, % at 2 µM; 130,000 tested, 0.9% active; AID 1273;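 active = inhibition above the mean plus 3 SD, with well images judged a real hit on visual review, cut at about 60% in these data, passing the limit was not always enough; inconclusive = inhibition over the cutoff but images rejected on review; inactive = inhibition not above the cutoff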
sdo1 growth – compounds rescuing growth of sdo1-depleted yeast, bone marrow failure model | S. cerevisiae sdo1-depleted JHY4D growth rescue, OD600 30 h; active compounds read high; pdr5 snq2 efflux-pump mutant strain | z-score at 10 µM | 140,000 tested, 0.21% active | AID 817;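 active = z-score above 3 at both the 24 hr and the 30 hr optical density reads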;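 note: z-score against mean and SD of all compound wells on the same plate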
sdo1 growth Rescue 24 h – further read-out of sdo1 growth, marked with its call; z-score; S. cerevisiae sdo1-depleted JHY4D growth rescue, OD600; measured here: growth rescue at 24 h;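 0 is the plate mean of compound wells and units are plate SD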
The depositor's hits bear a star; ? = inconclusive; / = no result given; & = joins results of further samples.

SMILES	Insulin prom inh	sdo1 growth	sdo1 growth Rescue 24 h
CC1CCCN(S(=O)(=O)c2ccccc2[N+](=O)[O-])C1 (stereo not drawn)	21	0.09	-0.79
O=C(Nc1cccc2c1CCCC2)C1CCN(C(=O)NC2CCCCC2)CC1	-14	0.12	0.79
N#C/C(=N\Nc1ccc(F)cc1)C(=N)N1CCCCC1	3	0.3	0.41
Cc1cc(NC(=O)CSc2nc3c(c(=O)n2CCc2ccccc2)SC(C)C3)no1 (stereo not drawn)	/	-0.93	-0.61
Cn1c(=O)c2c(nc(SCC(=O)O)n2Cc2cc3c(cc2Cl)OCO3)n(C)c1=O	-1	0.36	0.68
O=C(NCc1ccco1)C1(c2ccc(Cl)cc2)CCCC1	-27	-0.63	-0.63
Cn1c(=O)c2c(nc(Br)n2C)n(C)c1=O	/	1.6	1.7
O=C(Nc1ccc(Cl)c(Cl)c1)Nc1ccc(N2CCCC2)c(S(=O)(=O)Nc2ccccc2Cl)c1	32	-0.01	0.05
CCn1c(SCC(=O)NCCOC)nc2sc3c(c2c1=O)CCCC3	0	0.63	-0.51
CC(Oc1ccc(Cl)cc1Cl)c1nc(-c2ccccn2)no1 (stereo not drawn)	32	-2.1	-0.95
Cc1cccc(NC(=O)COc2ccc(/C=N\n3cnnc3)cc2)c1	-8	0.55	0.35
COCCCNC(=O)C1CC(=O)OC1c1ccc(OC)c(OC)c1 (stereo not drawn)	24	-0.07	-0.15
Cn1nc(-c2ccc(C(=O)Nc3cccnc3)cc2)c2ccccc2c1=O	-62	0.97	1.8
Cc1cc(C(=O)Nc2nc3c(s2)CCCC3)no1	64	0.18	-0.68
Cc1ccc(C(C)C)c(OCCNS(C)(=O)=O)c1	?	0.37	0.06
O=S(=O)(c1ccccc1)N1CCN(C(=S)NCCCN2CCOCC2)CC1	0	/	/
CCN(CC)C(=O)c1sc(NC(=O)c2cccs2)c(C#N)c1C	27	/	/
COc1ccc(-c2cnc(NCc3cc4c(cc3[N+](=O)[O-])OCO4)n2C)cc1	30	0.75	0.58
Cn1cnnc1SCc1ccc(C#N)cc1	-23	-0.28	-0.98
COc1cc(/C=C/CO)cc(OC)c1O[C@@H]1O[C@H](CO)[C@@H](O)[C@H](O)[C@H]1O	38	0.24	0.99
O=C(c1cccc(C(=O)N2CCN(Cc3ccccc3)CC2)c1)N1CCN(Cc2ccccc2)CC1	/	-0.37	-0.51
c1ccc(-c2oc3ncnc(NCCCN4CCOCC4)c3c2-c2ccccc2)cc1	/	-1.7	-1
O=c1cc(-c2ccccc2)n(S(=O)(=O)c2ccc3ccccc3c2)o1	0	/	/
CC(C)n1cc(/C=C2/SC(=O)N(CC(=O)Nc3ccc4c(c3)OCO4)C2=O)c2ccccc21	/	-1.2	-0.82
C/C(=N\Nc1cc(-c2ccccc2)nc(-c2ccccc2)n1)c1ccc(O)c(C)c1	/	-0.85	-0.24
COC(C(=O)Nc1ccc(Cl)cc1C)c1ccccc1 (stereo not drawn)	-92	1.3	1.4
CCOn1c(SC(C)C)nc2ccccc2c1=O	3	-0.54	-0.56
O=C1c2cccc3cc([N+](=O)[O-])cc(c23)C(=O)N1c1ccccc1O	-240	/	/
COc1ccc(-c2nnc(NC(=O)c3cc(Cl)ccc3Cl)o2)cc1	/	-1.9	-1.3
CCCn1c(SCCN2C(=O)c3ccccc3C2=O)n[nH]c1=O	24	0.29	-0.51
CC(=O)Nc1nc2cc3c(cc2s1)OCO3	/	1.9	1.9
CCc1ccc(NC(=O)C2CCCCC2C(=O)O)cc1 (stereo not drawn)	/	1.6	1.2
CCN(CC)c1nc2ccccc2[nH]1	72*	0.2	-0.46
S=C(NN=C1C2CC3CC(C2)CC1C3)Nc1ccccc1	-13	0.07	-0.98
CC12C(=O)N(n3cnnc3)C(=O)C1C1C=CC2C1 (stereo not drawn)	-62	0.83	0.81
CCOC(=O)C1CCCN(C(=O)CCn2nc(-c3ccccc3)ccc2=O)C1 (stereo not drawn)	47	-0.84	-1.5
Cc1ccc(S(=O)(=O)N(C)CC(=O)OCC(=O)N2CCN(c3ccccc3)CC2)cc1	-49	0.24	0.18
CCOC(=O)c1c(N)sc(C(=O)N(C)C)c1C	23	-0.12	-0.75
C=CCn1c(C(C)NC(=O)c2cccc(C)c2)n[nH]c1=S (stereo not drawn)	-45	/	/
Cc1nn(-c2ccccc2)c2nc(=O)n(-c3ccccc3)cc12	/	1.1	0.48
C=CCOc1ccc(CNC(C)(C)CO)cc1OC	2	0.13	0.2
CC(C)NC(=O)/C(=C/c1cn(-c2ccccc2)nc1-c1cccc([N+](=O)[O-])c1)NC(=O)c1ccccc1	24	-0.5	-0.44
O=C(c1cccs1)c1coc2ccc(O)c(CN(CCO)CCO)c12	12	-0.04	-0.56
COC(=O)c1ccccc1NC(=O)C1CCCN(c2nnc(-n3cccc3)s2)C1 (stereo not drawn)	/	-0.36	-0.27
COc1ccc2nc(SCc3cccc(C)c3)nc(C)c2c1	/	-0.81	-0.8
O=c1[nH]n(-c2ccccc2)c(=O)c(Cl)c1Cl	-64	0.92	0.62
Cc1cccc(CSc2nc(N)c(C#N)c(-c3cccs3)c2C#N)c1	33	-0.97	-0.26
Cc1n[nH]c(C)c1S(=O)(=O)N1CCCC(C(=O)N2CCc3ccccc32)C1 (stereo not drawn)	/	0.89	-0.34
COc1ccc(-c2c(C)nn(-c3ccccc3)c2N)cc1	0	0.59	0.13
O=C(Nc1ncccc1Cl)C1COc2ccccc2O1 (stereo not drawn)	/	-0.86	-1.2
CCC(C)n1c(OC)nc2c1c(=O)n(C)c(=O)n2C (stereo not drawn)	-32	/	/
CC(C)(C)n1nnnc1CN(Cc1ccco1)Cc1cc2cc3c(cc2[nH]c1=O)OCO3	19	-0.23	0.33
O=C(CN1C(=O)c2ccccc2C1=O)NCc1ccncc1	/	0.01	0.33
CCC(C)n1c(SCc2ccc([N+](=O)[O-])cc2)nc2ccsc2c1=O (stereo not drawn)	10	-0.61	-1.1
CCCCn1c(CNC(=O)C(C)(C)C)nc2ccccc21	/	0.98	1.4
COc1ccc(N2CCN(C(CNC(C)=O)c3ccco3)CC2)cc1 (stereo not drawn)	-33	/	/
CCOC(=O)C1(Cc2ccccc2)CCCN(Cc2cccc(C(C)=O)c2)C1 (stereo not drawn)	-110	/	/
CN1CCC(N(C)C(=O)NC2CCCCC2)CC1	-32	/	/
COc1ccc(C)cc1NC1=C(Cl)C(=O)N(C2CCCCC2)C1=O	14	-1.2	-1.1
C=CSc1sc(Cl)c(N(C)C)c1[N+](=O)[O-]	-488	/	/
Additional compounds.
SMILES	Insulin prom inh	sdo1 growth	sdo1 growth Rescue 24 h
Cc1ccc(C)c2c1sc(=NC(=O)CN1C(=O)CCC1=O)n2C	/	0.63	0.63
CCCC(=O)N1CCN(c2nc(CC(C)C)c3c(c2C#N)CCC3)CC1	-64	-0.56	-0.32
Cc1ccc(CN(c2ccc(C(=O)N3CCc4ccccc4C3)cc2)S(C)(=O)=O)cc1	23	-1.7	-1.6
CCOC(=O)N1CCN(C(=O)c2ccc(C)c(S(=O)(=O)Nc3ccccc3)c2)CC1	23	0.52	-0.42
CC(C)n1c(=N)c(C(=O)NCCc2ccccc2)cc2c(=O)n3ccccc3nc21	9	1.4	1.9
CCCC(=O)NC(=S)Nc1sc2c(c1C(N)=O)CCC2	8	-1.7	-1.2
Cc1ccc(NS(=O)(=O)c2ccc(CCC(=O)O)cc2)cc1	/	-0.19	-0.42
CCC(C)N1CC23C=CC(O2)C(C(=O)OCc2ccccc2)C3C1=O (stereo not drawn)	13	0.78	0.28
C=CCN=C1SC(C)C(=O)N1S(=O)(=O)c1ccccc1 (stereo not drawn)	45	0.98	0.91
CC(=O)N/C(=C/c1ccccc1)C(=O)N1CCCCC1	3	0.31	-0.14
c1ccc(CSc2nnnn2-c2ccccc2)cc1	17	0.53	0.18
COc1ccc(N2C(=O)CC(NC3CC3)C2=O)cc1 (stereo not drawn)	-47	0.14	-0.33
CCc1ccc2c(CN(CC)Cc3nc4ccccc4c(=O)[nH]3)cc(=O)oc2c1	22	-0.18	-0.01
Cc1ccc(CN2CCN(CC(=O)N/N=C/c3c[nH]c4ccccc34)CC2)cc1	15	0.76	-0.06
S=C(NCc1ccco1)N1CCN(Cc2ccco2)CC1	/	0.24	0.09
CC1(C)Cc2c(c(N3CCOCC3)nc3sc(-c4ccc(C(=O)O)o4)c(N)c23)CO1	3	0.37	0.66
CCOc1ccc(C)cc1-n1nc2ccccc2n1	26	-0.2	-0.62
CCN1CCC2(CC1)N=C(c1ccc(F)cc1)C(=S)N2C(=O)c1ccc(C(C)(C)C)cc1	/	-1.1	-0.8
CCOc1ccccc1NC(=O)Nc1cc(OC)ccc1OC	10	0.69	0.65
COc1ccccc1CCC(=O)OCC(=O)Nc1ccc(S(N)(=O)=O)cc1	27	/	/

Reformatted: entries from further up.
Below each compound: Insulin prom inh, sdo1 growth, sdo1 growth Rescue 24 h
> CCCC(=O)NC(=S)Nc1sc2c(c1C(N)=O)CCC2
    8, -1.7, -1.2
> Cc1ccc(NS(=O)(=O)c2ccc(CCC(=O)O)cc2)cc1
    /, -0.19, -0.42
> CCC(C)N1CC23C=CC(O2)C(C(=O)OCc2ccccc2)C3C1=O (stereo not drawn)
    13, 0.78, 0.28
> C=CCN=C1SC(C)C(=O)N1S(=O)(=O)c1ccccc1 (stereo not drawn)
    45, 0.98, 0.91
> CC(=O)N/C(=C/c1ccccc1)C(=O)N1CCCCC1
    3, 0.31, -0.14
> c1ccc(CSc2nnnn2-c2ccccc2)cc1
    17, 0.53, 0.18
> COc1ccc(N2C(=O)CC(NC3CC3)C2=O)cc1 (stereo not drawn)
    -47, 0.14, -0.33
> CCc1ccc2c(CN(CC)Cc3nc4ccccc4c(=O)[nH]3)cc(=O)oc2c1
    22, -0.18, -0.01
> Cc1ccc(CN2CCN(CC(=O)N/N=C/c3c[nH]c4ccccc34)CC2)cc1
    15, 0.76, -0.06
> S=C(NCc1ccco1)N1CCN(Cc2ccco2)CC1
    /, 0.24, 0.09
> CC1(C)Cc2c(c(N3CCOCC3)nc3sc(-c4ccc(C(=O)O)o4)c(N)c23)CO1
    3, 0.37, 0.66
> CCOc1ccc(C)cc1-n1nc2ccccc2n1
    26, -0.2, -0.62
> CCN1CCC2(CC1)N=C(c1ccc(F)cc1)C(=S)N2C(=O)c1ccc(C(C)(C)C)cc1
    /, -1.1, -0.8
> CCOc1ccccc1NC(=O)Nc1cc(OC)ccc1OC
    10, 0.69, 0.65

Additional results
SMILES	Insulin prom inh	sdo1 growth	sdo1 growth Rescue 24 h
Cc1cccc(C)c1NC(=O)CCN1C(=O)C2C3CCC(C3)C2C1=O (stereo not drawn)	26	1.4	1.5
COc1ccc(C(=O)N/C(=C\c2ccccc2)C(=O)NC(CCSC)C(=O)O)cc1 (stereo not drawn)	42	-0.18	-0.35
Oc1c(Br)cccc1/C=N/Nc1c(F)c(F)c(F)c(F)c1F	/	-1.2	-1.1
O=C(COC(=O)c1ccc(Cl)c(S(=O)(=O)N2CCCC2)c1)NC1CCCC1	12	1	1.6
Cc1sc2nc(SCC(=O)NCc3cccs3)[nH]c(=O)c2c1C	91*	0.03	0.25
O=C1CCCC2=C1C(c1ccsc1)CC(=O)N2c1ccccc1 (stereo not drawn)	4	1.1	0.6
O=C(Nc1ccc([N+](=O)[O-])cc1)C1CC1(c1ccccc1)c1ccccc1 (stereo not drawn)	/	-0.76	-0.71
CC(C)COC(=O)C1C2C=CC3(CN(C4CCCC4)C(=O)C13)O2 (stereo not drawn)	/	1.3	2.2
COc1ccccc1NC(=O)c1sc2nc(-c3ccco3)ccc2c1N	14	-1.4	-0.82
COc1cccc(S(=O)(=O)NCc2ccc3c(c2)OCO3)c1	26	0.18	-0.47
Cc1[nH]c2ccccc2c1C(=O)CSc1nc2ccccc2c(=O)n1CCCN1CCOCC1	-24	-1.6	-0.39
COc1cc(OC)c(/C=N/NC(=O)c2ccc(NC(C)=O)cc2)cc1Br	67	/	/
O=C(Nc1cccc(O)c1)c1cccc(S(=O)(=O)N2CCCC2)c1	/	1	-0.47
CCCSc1nc(C)nc2c1c(=O)n(C)c(=O)n2C	/	-1.2	-1.4
Cc1ccc(-c2cc(C(=O)Nc3cccnc3)c3ccccc3n2)o1	/	0.84	1.3
CCOC(=O)c1c(C)[nH]c(C(=O)CN2C(=O)NC(C)(c3ccc4ccccc4c3)C2=O)c1C (stereo not drawn)	-5	-0.3	0.35
Cc1cc(C(=O)Nc2cccc(O)c2)co1	/	0.99	1.5
CCC(=O)Nc1cc(C)c(NC(=O)CCc2ccccc2)cn1	-14	0.35&-1.3	-0.05&-0.76
Cc1ccc(NC(=S)NNc2ncc(C(F)(F)F)cc2Cl)c(C)c1	/	-0.43	-0.68
Nc1cc(=O)[nH]c(SCC(=O)Nc2cccc(Cl)c2)n1	7	0.93	-0.09
CCC(SCC(=O)OC)C(=O)Nc1nnc(C(C)C)s1 (stereo not drawn)	/	0.24	0.13
Cc1cc(NC(=O)CS(=O)(=O)c2cn(Cc3cccc(F)c3)c3ccccc23)no1	-8	-1.2	-0.49
O=C(CSCc1nc2ccccc2[nH]1)N1CCN(c2cccc(Cl)c2)CC1	-5	-1.3	0.13
CC(C)Oc1ccc(N2CC(C(=O)Nc3ccc4c(c3)OCO4)CC2=O)cc1 (stereo not drawn)	/	-1.1	-1.8
Cc1cc(N2CCCCCC2)nc2ccc(F)cc12	-7	/	/

Source: PubChem (several laboratories)
